ERK EGF block = inhibitors of EGF-stimulated ERK signaling pathway; hit rate 0.41% among 130,000; Potency, µM (top dose mostly 11.5 µM), inactives show at the highest dose activity change, negative = inhibition, most hits filed as inhibitors; AID 1454; HEK293-V1b, EGF-stimulated phospho-ERK AlphaScreen; active means well fitted inhibition curve with a large enough effect; inconclusive means small, poorly fitted or top-dose-only effect, or effect the other way;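 further: plate controls were stimulated vehicle wells for no effect and unstimulated vehicle basal for full effect; nearly all actives have a fitted effect of over 55% in size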
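EGF-stimulated (25 nM, 5 min) phospho-ERK in HEK293 cells stably expressing V1b, cells pretreated 30 min with compound at 37C. Homogeneous AlphaScreen read on lysates.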
An asterisk follows results filed as active; ? = inconclusive; & = joins results of further samples; [ ] = remark or other dose. Potency means the concentration at half of the fitted maximal effect.

SMILES	ERK EGF block
CC1CN(C(=O)/C(C#N)=C2\N=C(NC(=O)c3ccccc3Cl)c3ccccc32)CC(C)O1 (configuration not stated)	-2%
Cc1ccc(Cn2ccnc2C(=O)Nc2ccccc2)cc1	4%
Cc1ccc(NC(=O)c2cc(-c3ccccc3)nn2-c2ccccc2)c(Br)c1	-1%
O=[N+]([O-])c1ccc(OCc2cnc(Cl)s2)cc1	-4%
NCCCC[C@H](N)c1nnc([C@H](CCC(=O)O)NC(=O)C2CCNCC2)o1	-9%[57.5 µM]
O=C(O)CCn1nnc(-c2ccccc2)n1	6%
O=C(c1cccc(F)c1)N1CCC2(CC1)CCN(c1ccccc1)CC2	2%
CC(C)N(C)CCOC(=O)c1ccccc1Br	4%
O=C(/C=C/c1ccc(-c2ccccc2[N+](=O)[O-])o1)c1ccco1	5%
Oc1ccccc1/C=N/Nc1nn[nH]n1	4%[57.5 µM]
C/C(CCc1oc2ccc(Br)cc2c1-c1ccc(C)o1)=N/O	-3%
CC(=O)Nc1ccc(S(=O)(=O)NCCCN2CCN(Cc3ccccc3)CC2)cc1Cl	1%[57.5 µM]
CCOC(=O)C(Sc1nnc(-c2ccncc2)o1)C(C)=O (configuration not stated)	-3%
Cc1cccc(CNc2ncnc3ccc(-c4ccoc4)cc23)c1	?
COc1ccccc1C(=O)C1CCCN(Cc2ccc(Oc3ncccn3)cc2)C1 (configuration not stated)	-2%
CN(C)/C=N/c1nc2nccc(-c3cccnc3)n2n1	-3%
OCCN(CCO)c1ccc(C(c2ccc(Cl)cc2)c2ccc(N(CCO)CCO)cc2Cl)c(Cl)c1	38%
CC(C)(C)c1onc(OCP(=O)(O)O)c1CC(N)C(=O)O (configuration not stated)	-9%
CCC(CO)Nc1ncc([N+](=O)[O-])cc1C#N (configuration not stated)	1%
COc1ccc(-n2c(CCc3ccccc3)n[nH]c2=S)cc1	4%
Oc1cccc(/C=N/N2CCN(C3c4ccccc4-c4ccccc43)CC2)c1	?
Nc1ccc(S(=O)(=O)Nc2nc(-c3ccccc3)cc(-c3ccccc3)n2)cc1	1%[57.5 µM]
O=c1cc(-c2ccccc2)oc2cc(O)c(O)c(O)c12	4%&5%&5%
CC1(C)CC(=O)C(N=Nc2ccc(S(=O)(=O)N3CCCCCC3)cc2)=C(O)C1	20%
CC(/C=N/Nc1nncc(=O)[nH]1)=C\c1ccccc1	3%

Of the compounds above, these have an aryl methoxy group.
SMILES	ERK EGF block
COc1ccccc1C(=O)C1CCCN(Cc2ccc(Oc3ncccn3)cc2)C1 (configuration not stated)	-2%
COc1ccc(-n2c(CCc3ccccc3)n[nH]c2=S)cc1	4%

Back to the main list, repeating the four entries before the break.
SMILES	ERK EGF block
Nc1ccc(S(=O)(=O)Nc2nc(-c3ccccc3)cc(-c3ccccc3)n2)cc1	1%[57.5 µM]
O=c1cc(-c2ccccc2)oc2cc(O)c(O)c(O)c12	4%&5%&5%
CC1(C)CC(=O)C(N=Nc2ccc(S(=O)(=O)N3CCCCCC3)cc2)=C(O)C1	20%
CC(/C=N/Nc1nncc(=O)[nH]1)=C\c1ccccc1	3%
O=c1[nH]cnc2c1ncn2Cc1ccc([N+](=O)[O-])cc1	3%[57.5 µM]
O=C(CCCc1ccccc1)Nc1nncs1	0%
Nc1nc(N)c2nc(-c3ccccc3)c(N)nc2n1	-6%
O=S(=O)(c1ccc(-c2ccon2)s1)N1CCCC1	15%[57.5 µM]
CC(Oc1ccccc1)C(=O)Nc1nnc(C2CCCCC2)s1 (configuration not stated)	-1%
O=C(Nc1ccc(F)cc1)c1nc[nH]c1C(=O)Nc1ccc([N+](=O)[O-])cc1	4%
NCCC[C@@H](CC(=O)N[C@@H]1CCCC[C@H]1C(=O)N[C@H](CC(=O)N[C@@H](CCC(=O)O)CC(=O)O)Cc1c[nH]c2ccccc12)NC(=O)C[C@H](Cc1c[nH]c2ccccc12)NC(=O)[C@@H]1CNCC[C@H]1N	-22%
CCCN1CCN(CCCNC(=O)c2cc3c(=O)[nH]c4ccc(C)cc4c3s2)CC1	2%[57.5 µM]
Cc1csc2ncnc(N3CCN(C(=O)Nc4ccc(OC(F)(F)F)cc4)CC3)c12	28µM*
COc1ccc2nc(NC(=S)NC(=O)c3ccco3)sc2c1	-1%
CC1=C2[C@@H](O)[C@H]([C@@H](C)C(=O)NCCC(C)C)CC[C@@]2(C)C=CC1=O	-14%
C[C@H]1C[C@H]2[C@@H]3CCC4=CC(=O)C=C[C@]4(C)[C@@]3(Cl)[C@@H](O)C[C@]2(C)[C@@]1(O)C(=O)CO	-13%[57.5 µM]
CN(C(=O)C1CCN(S(=O)(=O)c2cccs2)CC1)c1ccccc1	-15%
OCCNC(=S)NCc1ccccc1	-8%[57.5 µM]
COc1ccc(OC)c(S(=O)(=O)NCc2cn3ccsc3n2)c1	1%
Cc1ccc(C)c2sc(NC(=O)CN3C(=O)CCC3=O)nc12	3%[57.5 µM]
O=C(/C=C/c1cccc(F)c1)Nc1nccs1	5%
NC(=O)C[N+]1(CC#CC(O)(c2ccccc2)c2ccccc2)CCCC1	2%
COc1ccc(N2CCN(C(CNC(=O)C(=O)NCc3cccnc3)c3ccco3)CC2)cc1 (configuration not stated)	3%
COc1ccc(-n2cc(CN(C)CCO)c(-c3cccc(F)c3)n2)cc1	-8%
N=C1C(=O)OCC1c1ccccc1NC(=O)c1ccccc1 (configuration not stated)	5%
COc1cc(NC(=O)Nc2ccc(C)cc2)cc([N+](=O)[O-])c1	?
O=C/C(=C\Nc1ccc(S(=O)(=O)CCO)cc1)c1nc2cc(Cl)ccc2o1	1%
Cc1ccc(NS(=O)(=O)c2cc(N)ccc2Cl)c(C)c1	-5%[57.5 µM]
CCn1nnc(NC(=O)c2ccc([N+](=O)[O-])o2)n1	4%

An excerpt from above in order of heavy-atom count, highest first:
SMILES	ERK EGF block
CN(C(=O)C1CCN(S(=O)(=O)c2cccs2)CC1)c1ccccc1	-15%
COc1ccc2nc(NC(=S)NC(=O)c3ccco3)sc2c1	-1%
CCn1nnc(NC(=O)c2ccc([N+](=O)[O-])o2)n1	4%

New compounds follow
SMILES	ERK EGF block
Fc1ccc(N2CCN(Cc3cnc(Cl)s3)CC2)cc1	12%
CCOC(=O)/C(=N\Nc1ccc(C(C)=O)cc1)c1csc(Nc2ccccc2)n1	9%
CCCCC(=O)N1CCCC(c2nc(-c3cccc(OC)c3)no2)C1 (configuration not stated)	-6%
CN(C)S(=O)(=O)c1ccc2c(c1)/C(=C/c1cc3c([nH]1)CCCC3)C(=O)N2	7%
COc1ccc(NC(=S)Nc2cccnc2)c(OC)c1	-5%
Cc1cc(C(=O)N/N=C(\CCC(=O)O)c2cccs2)c2ccccc2n1	-1%
CC(N)=O	-3%
CC(NC(=O)c1cccnc1)C(c1cccs1)N1CCOCC1 (configuration not stated)	-3%
COC1CCN(Cc2cn(Cc3ccccc3)nc2-c2cc3ccccc3o2)CC1	-10%[57.5 µM]
Cn1ncc(Cl)c1C(=O)NCc1ccc(Cl)cc1	6%
Cc1c(CCOC(=O)c2cc([N+](=O)[O-])cc([N+](=O)[O-])c2)sc[n+]1CC(=O)c1ccccc1	1%
CCCn1c(-c2ccccc2)cc(SC)c(C#N)c1=O	0%
Cc1nonc1OCCNc1ccc([N+](=O)[O-])cc1	-5%
COc1ccc(CNc2nc3nc(C)c(Cl)c(=O)n3[nH]2)cc1	-5%[57.5 µM]
CCCc1cc(=O)[nH]c(SCC(=O)Nc2ccc(Br)cc2)n1	0%[57.5 µM]
O=C(NCc1ccccc1Cl)C1CC(=O)N(Cc2ccccc2)C1 (configuration not stated)	-7%
O=c1[nH]ncc(N/N=C\c2ccncc2)c1Cl	-6%
c1ccc(CCC2CCCCN2Cc2cn[nH]c2-c2cc3ccccc3o2)nc1 (configuration not stated)	-2%
O=C(c1cc(C(F)(F)F)cc(C(F)(F)F)c1)N1CCC2(CC1)CN(Cc1ccncc1)C2	-15%
CNC(=O)CN1C(=O)CSc2nc(C)cc(C)c21	9%
CSc1nc(-c2ccc(C)cc2)nc(N)c1C#N	7%[57.5 µM]
NNC(=O)c1csc(-c2ccc(C(F)(F)F)cc2Cl)n1	3%[57.5 µM]
CC(C)C(=O)Nc1nc2ccc(S(C)(=O)=O)cc2s1	5%
Cc1ccc(S(=O)(=O)NCc2ccco2)cc1C(N)=O	3%
O=C(Cn1c(/C=C/c2ccccc2)nc2ccccc21)Nc1ccc(F)cc1	-12%
Additional records:
SMILES	ERK EGF block
CS(=O)(=O)Nc1ccc(C(=O)Nc2cccc([N+](=O)[O-])c2)cc1	1%[57.5 µM]
OCC1(Cc2cccc(Cl)c2)CCCN(Cc2sc(N3CCCC3)nc2Cl)C1 (configuration not stated)	2%
COc1ccc(-c2cc(C(F)(F)F)n3ncc(C(=O)N4CCCCC4c4cccnc4)c3n2)cc1 (configuration not stated)	-2%
NC(=O)[C@H]1CC2(CC(c3cccc(NC(=O)CC(c4ccccc4)c4ccccc4)c3)=NO2)CN1C(=O)c1ccccc1C(=O)c1ccccc1 (some centres not stated)	5%[57.5 µM]
CN(CCO)c1cc(N(C)CCO)c([N+](=O)[O-])cc1[N+](=O)[O-]	3%
Nc1nc(-c2ccccc2)c(N=Nc2cccc3ccccc23)s1	20µM*
COc1cccc(NC(=S)NCCN2CCOCC2)c1	-9%
COc1ccc(NC(=O)COC(=O)CCCOc2ccc(Cl)cc2Cl)cc1Cl	2%
COc1ccc(-c2nnc(CSc3nc4ccccc4c(=O)n3CC3CCCO3)o2)cc1OC (configuration not stated)	?
CCCN(CCC)S(=O)(=O)c1ccc(C(=O)Nc2cc3oc4ccccc4c3cc2OC)cc1	-5%
NC(=O)N/N=C/c1cccc(C(F)(F)F)c1	18%[57.5 µM]
O=C(c1cccnc1)C1CCCN(Cc2nc(Cc3ccccc3F)no2)C1 (configuration not stated)	1%
CC1=NN(Cc2ccccc2)C(=O)C1C(c1ccc(Cl)cc1)C(C#N)C#N (configuration not stated)	0%
COc1ccc(CC2(CO)CCN(Cc3ccc4c(c3)CCO4)CC2)cc1	-5%[57.5 µM]
CCCOc1c(Br)cc(C2C3=C(CCCC3=O)N(CC)C3=C2C(=O)CCC3)cc1OC	-3%
COCCN(Cc1cc2cc3c(cc2nc1Cl)OCO3)C(C)=O	5%
Cn1c(=O)c2c(nc(SCCN3CCOCC3)n2Cc2ccccc2Cl)n(C)c1=O	13%
CC(C)c1ccc(NC(=O)C2C3C=CC4(CN(Cc5cccnc5)C(=O)C24)O3)cc1 (configuration not stated)	2%
CSCC(CO)NS(=O)(=O)c1ccc(C)cc1 (configuration not stated)	1%[57.5 µM]
COc1cc(/C=N/OCC(=O)NC2CCS(=O)(=O)C2)ccc1OC(F)F (configuration not stated)	1%
COC(=O)[C@@]1(Cc2ccc(OC)cc2)[C@H]2c3cc(C(=O)N4CCCC4)n(Cc4cc(F)c(F)c(F)c4)c3C[C@H]2CN1C(=O)c1ccccc1	3%
Cn1cc(CCC(=O)N2CCCC(CCC(=O)NCc3ccc(F)c(F)c3)C2)cn1 (configuration not stated)	-33%
CN(C)C(=O)CSc1nnc(-c2ccc(F)cc2)c2ccccc12	0%[57.5 µM]
Cc1ccc(CNC(=O)CS(=O)(=O)c2ccccc2)cc1	-4%
Cc1cc(Cl)ccc1OCCn1cncn1	3%
(more compounds)
SMILES	ERK EGF block
COc1ccc([N+](=O)[O-])cc1NS(=O)(=O)c1cc(C(=O)O)ccc1OC	-1%[57.5 µM]
CCn1c(C)nc2cc(S(=O)(=O)C(F)(F)F)ccc21	2%
CCOC(=O)Cc1csc(NS(=O)(=O)c2ccc(Cl)cc2)n1	-8%
Cc1cc(C)nc(SCC(=O)Nc2ncc(C(F)(F)F)cc2Cl)n1	-2%
Cc1ccnc(NC(c2cccnc2)c2ccc3cccnc3c2O)c1 (configuration not stated)	3%
Cc1cc(NC(=O)c2ccccc2Cl)n(C(C)(C)C)n1	5%[57.5 µM]
NC(=O)N=Nc1c2[nH]c3ccccc3nc-2c2ccccc12	-9%[57.5 µM]
CCCCNC(=O)CCSc1ccc(C)cc1	-10%
COc1ccc(/C=N/NC(=O)CCn2cnc(-c3ccccc3)c2-c2ccccc2)cc1OC	?
Oc1cccc(C(=S)N2CCCCC2)c1	1%
O=C(CCCn1nnc2ccccc2c1=O)N[C@H](C(=O)O)c1ccccc1	-2%[57.5 µM]
Cc1ccc(C(=O)N2CC(=O)Nc3ccc(F)cc3C2c2ccc(F)cc2)cc1[N+](=O)[O-] (configuration not stated)	-1%
COc1cc(Br)cc(CNc2ccc(F)c([N+](=O)[O-])c2)c1O	?
O=C(CCC1N=C2c3ccccc3N=C(SCC(=O)NCc3ccco3)N2C1=O)NCc1ccco1 (configuration not stated)	5%
CCOc1ccc(/C=N/OCC(=O)NCc2ccco2)cc1	-6%
O=C(O)CCC(=O)Nc1ccc(Sc2ccc([N+](=O)[O-])cc2)cc1	5%
CCc1nnc(NC(=O)c2sc3nc(C)cc(COC)c3c2N)s1	5%
Cc1ccc(-c2csc3nc4c5ccccc5c(NCCCN5CCOCC5)nn4c(=O)c23)cc1	-7%
COc1ccc(-c2cc(-c3ccccc3)c(C#N)c(SCC(=O)Nc3ncc(C)s3)n2)cc1	-7%
O=C(Nc1ccc(C(=O)N2CCCC2)cc1)c1ccccc1[N+](=O)[O-]	-6%
Cc1cc(N/N=C/c2ccc(O)cc2O)nc(-n2nc(C)cc2C)n1	-3%
O=C(NCC1CCCO1)/C(=C\c1ccccc1)NC(=O)c1ccccc1 (configuration not stated)	-9%
COc1cc(OC)cc(C(=O)Nc2nnc(NC(=S)Nc3ccccc3)s2)c1	-16%

A portion of the library; rates above refer to the full screens.
